TEAD-YAP block = TEAD-YAP interaction inhibition; HEK-TIYL cells, TEAD-Gal4/YAP UAS-luciferase luminescence; inhibition, % at 9.12 µM; 640,000 compounds, 1.4% hits; in the data active = inhibition above about 32%;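 note: 0% = median of test compound wells and 100% = reference inhibitor wells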
FBW7 activator = human FBW7 E3 ligase activation, primary screen; AlphaScreen FBW7–phospho-cyclin E peptide binding, activator screen; normalized activity (activation), % at 26.1 µM; 650,000 compounds, 0.13% hits; AID 1259310; in the data active = normalized activity above about 1.9%;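 note: purified mutant Fbw7 with reduced substrate affinity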
MITF primary = inhibitors of human MITF. 650,000 compounds, 0.91% hits. O75030. AlphaScreen MITF homodimerization, bead proximity signal. inhibition, % at 2.6 µM. AID 1259374; in the data active = inhibition above about 50%;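 note: 0% = vehicle wells with protein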
Target sequence (O75030 whole entry, looked up): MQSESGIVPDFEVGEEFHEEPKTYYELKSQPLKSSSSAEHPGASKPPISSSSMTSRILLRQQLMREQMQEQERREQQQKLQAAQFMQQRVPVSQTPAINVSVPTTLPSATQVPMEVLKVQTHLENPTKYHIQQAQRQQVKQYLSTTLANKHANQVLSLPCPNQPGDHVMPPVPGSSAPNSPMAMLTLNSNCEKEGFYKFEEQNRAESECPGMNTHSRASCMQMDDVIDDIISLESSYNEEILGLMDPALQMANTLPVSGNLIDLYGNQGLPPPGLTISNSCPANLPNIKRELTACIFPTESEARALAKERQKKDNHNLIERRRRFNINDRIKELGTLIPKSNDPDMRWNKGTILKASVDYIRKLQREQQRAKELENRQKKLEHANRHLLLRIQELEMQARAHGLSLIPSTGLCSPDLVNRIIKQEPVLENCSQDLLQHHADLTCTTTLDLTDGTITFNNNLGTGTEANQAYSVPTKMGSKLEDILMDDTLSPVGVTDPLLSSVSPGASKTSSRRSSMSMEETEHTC
GPR151 ag = activates the human receptor GPR151 | Q8TDV0 | PathHunter beta-arrestin GPR151 cells, luminescence | activation, % at 11.2 µM | 650,000 compounds, 1% hits | AID 1508602; in the data active = activation above about 4.9%;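 note: 0% = median of compound wells and 100% = cells with positive control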
Target sequence (Q8TDV0 whole entry, looked up): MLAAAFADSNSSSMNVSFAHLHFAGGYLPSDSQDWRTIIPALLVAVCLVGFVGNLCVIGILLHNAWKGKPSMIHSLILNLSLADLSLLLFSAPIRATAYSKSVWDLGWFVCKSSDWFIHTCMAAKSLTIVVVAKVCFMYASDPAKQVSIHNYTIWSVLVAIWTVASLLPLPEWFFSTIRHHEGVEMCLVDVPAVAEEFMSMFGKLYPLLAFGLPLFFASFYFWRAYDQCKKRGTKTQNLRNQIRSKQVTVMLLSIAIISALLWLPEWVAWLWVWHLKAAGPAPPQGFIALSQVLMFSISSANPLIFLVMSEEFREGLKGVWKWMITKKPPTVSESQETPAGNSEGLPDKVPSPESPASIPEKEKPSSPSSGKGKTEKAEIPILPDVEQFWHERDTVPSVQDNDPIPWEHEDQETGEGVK
The depositor's hits bear a star; & = joins results of further samples.

molecule,TEAD-YAP block,FBW7 activator,MITF primary,GPR151 ag
CCOc1cc(CN2CCc3nnc(CNC(=O)C(C)CC)n3CC2)ccc1OC (configuration not stated),7,0.2,14,-0.3
CC(C)OC(=O)CC1C(=O)NCCN1C(=S)NC(=O)c1ccccc1 (configuration not stated),-1,-0.1,0,-0.1
O=C(C1=C(O)C(=O)N(CCCn2ccnc2)C1c1ccc(F)cc1)c1cccs1 (configuration not stated),-1,0.1,-16,-1.1
O=C1C2C(c3ccccc3Cl)OC3(C(=O)c4ccccc4C3=O)C2C(=O)N1C1CCCC1 (configuration not stated),9,0.1,-1,1.6
CCN1CCN(c2nc3c(c(=O)n(C)c(=O)n3C)n2CCSc2nc3ccccc3o2)CC1,9,-0.1,1,0.6
COc1ccccc1CC(=O)Nc1ccccc1C,-6,0.1,-2,-1.0
CCCCN1CN=C(Nc2nc(C)c3cc(OCC)ccc3n2)NC1,6,0.0,4,0.3
COc1cc(CN2CCSCC2)ccc1OCc1ccccc1,-50,0.1,53*,1.0
COC(=O)c1c(NC(=S)NC(=O)c2ccco2)sc2c1CCC2,2,0.3,22,0.2
CCCCSc1nnc2c3c4c(sc3nc(C)n12)CCCC4,2,-0.1,8,1.2
CCc1c(C(=O)Nc2ccc(OC)c(OC)c2)[nH]c(C)c1C(C)=O,-7,0.0,-5,-1.2
O=C(COc1ccc(Br)cc1)NCCCc1ccccc1,1,0.0,3,0.0

The last 4 compounds of the section before open the next one:
molecule,TEAD-YAP block,FBW7 activator,MITF primary,GPR151 ag
COC(=O)c1c(NC(=S)NC(=O)c2ccco2)sc2c1CCC2,2,0.3,22,0.2
CCCCSc1nnc2c3c4c(sc3nc(C)n12)CCCC4,2,-0.1,8,1.2
CCc1c(C(=O)Nc2ccc(OC)c(OC)c2)[nH]c(C)c1C(C)=O,-7,0.0,-5,-1.2
O=C(COc1ccc(Br)cc1)NCCCc1ccccc1,1,0.0,3,0.0
CC(C)c1cc(Br)ccc1OCCN1C(=O)NC(C)(C)C1=O,1,-0.2,-7,0.6
CCN(CC)c1ccc(NC(=O)c2ccc([N+](=O)[O-])cc2Cl)cc1,-6,-0.1,18,-1.2
COC(=O)c1ccc(NC(=O)/C(=C\c2ccccc2)NC(=O)c2ccccc2OC)cc1,6,0.2,28,-0.3
Cc1ccc(Nc2nnc(SCC#N)s2)cc1,-23,0.2,-8,-1.1
COc1ccc(-c2nc(NCc3nc4ccccc4[nH]3)c3ncn(CCN4CCCC4=O)c3n2)cn1,4,0.2,10,-0.9
CCc1ccccc1NCc1c(CO)cnc(C)c1O,-3,-0.2,-1,-0.3
COc1ccnc(N2CCC(Nc3cccc(S(C)(=O)=O)c3)CC2)n1,-9,0.0,-4,-0.3
CCOC(=O)/C(C#N)=N/Nc1cc(C(N)=O)ccc1OC,1,0.9,10,1.5
COCCNC(=O)Cn1cc(/C=C(\C#N)C(=O)NCCOC)c2ccccc21,2,0.2,14,0.5
CCOc1ccccc1NC(=O)NC(=O)N(C(C)C)S(C)(=O)=O,-5,-0.1,4,-0.7
CC(=O)CC(c1ccco1)S(=O)(=O)c1ccc(C)cc1 (configuration not stated),4,0.1,14,-0.6
Cc1cccc(NC(=O)CSc2nc3cc4c(cc3cc2C#N)OCCO4)c1,57*,-0.2,3,0.0

The results go on:
molecule,TEAD-YAP block,FBW7 activator,MITF primary,GPR151 ag
COc1cccc(CN2C[C@@H]3C[C@@H](c4cc(C(C)C)n[nH]4)N4CCC[C@@]34C2=O)c1,1,0.0,15,0.6
CC1CCc2c(sc(NC(=O)c3cc4ccccc4c(=O)o3)c2C(N)=O)C1 (configuration not stated),-2,-0.1,0,-0.4
Cc1nn(-c2ccccc2)c2sc(C(=O)NCCN3CCOCC3)cc12,-5,0.0,-2,0.2
CCOc1ccc2c(c1)O/C(=C\c1cccc(OCC(=O)OC)c1)C2=O,1,0.0,-6,2.6
COc1ccc(C(=O)COC(=O)C(Cc2c[nH]c3ccccc23)NC(=O)c2ccc(Cl)cc2)cc1 (configuration not stated),5,-0.2,-4,0.3
CCSc1ccccc1C(=O)NCc1ccc2c(c1)OCO2,10,-0.2,75*,-1.4
O=C(CCn1c(SCc2cccc([N+](=O)[O-])c2)nc2cc3c(cc2c1=O)OCO3)N1CCN(c2ccccc2)CC1,2,0.1,3,1.1
COc1ccccc1NC(=O)c1nn(C)c(C(=O)Nc2ccccc2OC)c1[N+](=O)[O-],-8,-0.3,2,-1.0
CCN(CC)c1ccc2nc3c(nc2c1)C(=O)c1ccccc1C3=O,-39,-0.1,-13,1.1
CCOc1ccc(NC(=O)CN(c2ccc3c4c(cccc24)CC3)S(C)(=O)=O)cc1,-1,-0.1,-6,-1.1
CCOC(=O)c1c(C)n(-c2ccccc2)c2c1cc(OC(=O)C(C)C)c1ccccc12,0,-0.1,2,0.1
CNC(=O)CN(c1ccc(C(C)C)cc1)S(C)(=O)=O,-2,0.1,12,0.4

Carrying on:
molecule,TEAD-YAP block,FBW7 activator,MITF primary,GPR151 ag
COc1ccc(/C(C)=N\NC(=O)c2ccc([N+](=O)[O-])cc2)cc1OC,-4,-0.1,-4,-0.3
Cc1ccc2nc(-c3ccccc3N)[nH]c2c1,21,0.1,-10,-4.5
N[C@H](C(=O)O)c1cc(O)cc(O)c1,14,0.1&0.4,17&-8,1.2&-2.4
c1ccc(CCNc2nc(Nc3ccc(N4CCOCC4)cc3)nc3nc[nH]c23)nc1,8,0.0,10,2.3
COc1ccccc1CNC(=O)CCCCn1c(=S)[nH]c2ccsc2c1=O,-13,0.0,11,1.3
C=CCN1C(=Nc2cccnc2)SCC1(O)c1ccc(C)cc1 (configuration not stated),25,-0.3,15,0.3
CCc1ccc(-c2nc(=S)[nH][nH]2)cc1,-21,-0.1,-1,7.6*
COc1ccc(CCNc2nc(NCc3cccnc3)nc3nc[nH]c23)cc1,12,-0.2,-3,-1.9
O=C(CCCn1cnc([N+](=O)[O-])n1)Nc1cccc(O)c1,1,0.0,6,0.8
CCOc1ccc(CCN2C(=S)N(c3cccc(C(F)(F)F)c3)C(=O)C2CC(=O)Nc2ccc(C(=O)OC)cc2)cc1OCC (configuration not stated),0,0.2,-14,0.8
O=C1CCC(C(=O)Nc2ccc3c(c2)OCO3)=NN1,-38,-0.2,4,-3.4
O=C(c1cc(-c2ccc(Br)cc2)nc2ccccc12)N1CCOCC1,-6,-0.2,-2,0.2

Next part
molecule,TEAD-YAP block,FBW7 activator,MITF primary,GPR151 ag
COc1ccccc1NC(=O)C1=C(C)NC(SCC(=O)Nc2nccs2)=C(C#N)C1c1ccccc1 (configuration not stated),11,-0.2,3,1.9
CCc1ccc(NC(=O)CSc2nc3c(c(-c4ccco4)c2C#N)CCCC3)cc1,-20,0.2,-3,0.8
Cc1cccc(C(=O)NNC2=CC(=O)CC(C)(C)C2)c1,1,-0.1,1,1.5
CCOc1ccc(C2(O)CSC3=C(C#N)C(c4ccc(F)cc4)CC(=O)N32)cc1 (configuration not stated),-2,-0.1,-4,-0.1
Cc1onc(-c2ccccc2)c1C(=O)NC(=S)NNC(=O)c1ccc2c(c1)OCO2,-18,0.3,-6,-0.6
Cc1cccc(NS(=O)(=O)c2ccc(Cl)c(C(=O)Nc3cccc(C(=O)O)c3)c2)c1,-3,0.0,-4,-0.3
O=C(CN1CCC(NC(=O)c2ccccc2F)CC1)Nc1ccc2c(c1)OCCO2,9,-0.2,2,-0.3
CS(=O)(=O)N(CC(=O)N1CCN(c2ccccc2)CC1)c1cccc(Cl)c1,3,-0.1,2,1.0
COc1ccc(F)c(CN2CCOc3ccc(C(C)(O)CN(C)C)cc3C2)c1 (configuration not stated),-1,0.0,5,-0.8
COc1ccc(C(=O)COC(=O)c2ccc(NC(=O)c3cccc([N+](=O)[O-])c3)cc2)cc1,5,0.0,4,0.0
COc1ccc(-c2nc3sc4c(c3c(=O)[nH]2)CCCC4)c(OC)c1OC,-28,0.0,7,-0.1
CCOC(=O)c1c(NC(=O)CCCOc2ccc(C(C)(C)C)cc2)sc2c1CCCC2,1,-0.2,11,0.0

The list goes on:
molecule,TEAD-YAP block,FBW7 activator,MITF primary,GPR151 ag
COc1ccccc1CN1CCc2[nH]c(=S)[nH]c(=O)c2C1,4,0.0,20,-1.1
COc1cc2ccccc2cc1C(=O)Nc1nnc(Cc2cccs2)o1,-8,-0.4,-11,-1.8
Cc1ccc(C(=O)CN(C(=O)c2ccc(Cl)cc2)N2C(=O)C3C4C=CC(C4)C3C2=O)cc1 (configuration not stated),-10,0.3,14,-0.7
COc1cccc(C(=O)NCCNc2ccc(C(F)(F)F)cc2[N+](=O)[O-])c1,-2,0.0,7,0.5
CC1CCCN(C(=O)Cn2c(=O)oc3cc(S(=O)(=O)N4CCCCC4)ccc32)C1 (configuration not stated),-2,-0.1,0,0.4
COc1cccc(C(O)c2nnc(-c3ccccc3)o2)c1OC (configuration not stated),3,0.1,12,1.8
COc1ccc(/C=N/NC=O)cc1OC,-11,-0.3,-7,0.6
CCC(=O)N1CCc2cc(S(=O)(=O)NCCC(=O)N3CCc4ccccc43)ccc21,4,0.8,4,0.7
Cc1nnc(NC(=O)c2c(C(=O)O)cccc2[N+](=O)[O-])s1,2,-0.2,10,-1.6
CCCCc1ccc(NC(=O)c2cc(OC)c(OC)c(OC)c2)cc1,7,-0.1,-5,-0.7
COc1cccc(N2CCN(C(=O)CCC(=O)N3CCOc4ccc(C)cc43)CC2)c1,10,0.0,9,-1.1
Nc1cccc2ccc(-c3cnc4ccccc4c3)nc12,-51,1.1,14,-0.5

Later entries
molecule,TEAD-YAP block,FBW7 activator,MITF primary,GPR151 ag
Cc1ccc(S(=O)(=O)N/N=C/c2sccc2C)cc1,7,-0.1,-5,-0.3
CC(=O)NC(=S)NNC(=O)c1ccc(C(C)(C)C)cc1,-19,-0.4,1,1.0
COCCCNC(CC(=O)Nc1ccccc1Cl)C(=O)O (configuration not stated),-16,0.0,-5,-4.0
Cc1cc(C(=O)Nc2sc(C(=O)N(C)C)c(C)c2C#N)ccc1[N+](=O)[O-],-7,0.1,3,0.1
N#Cc1c(NC(=O)C2CCCC2)sc2c1CCC2,-14,0.0,6,1.6
Cc1ccc2c(C(=O)CN(C)C)c(C)[nH]c2c1,-11,0.0,-9,-0.7
CC1CCCC(NC(=O)c2ccc(Sc3ccc(Br)cc3)c([N+](=O)[O-])c2)C1C (configuration not stated),-15,-0.1,-5,0.7
COc1ccc(C(=O)c2ccc(N(C)C)cc2)c(OC)c1,55*,0.0,4,0.5
COc1ccc(CC2(CO)CCN(Cc3ccc(F)c(OC)c3)CC2)cc1,-4,0.1,-8,-0.8
O=C(CN(Cc1ccco1)C(=O)c1ccc([N+](=O)[O-])o1)Nc1ccccc1C(F)(F)F,2,0.1,-15,0.7
CC(c1ccccc1F)n1cc(C(=O)NCCc2ccco2)nn1 (configuration not stated),1,0.1,6,3.1
CC(Oc1ccc(Br)cc1)C(=O)Nc1ccc(C#N)cc1 (configuration not stated),4,0.1,49,0.2

A second format for some results above:
Results follow in this order: TEAD-YAP block	FBW7 activator	MITF primary	GPR151 ag
> Cc1cc(C(=O)Nc2sc(C(=O)N(C)C)c(C)c2C#N)ccc1[N+](=O)[O-]
    -7	0.1	3	0.1
> CC(=O)NC(=S)NNC(=O)c1ccc(C(C)(C)C)cc1
    -19	-0.4	1	1.0

Other compounds follow:
molecule,TEAD-YAP block,FBW7 activator,MITF primary,GPR151 ag
CC(=O)NC(CC(C)C)c1nnc2n1CCN(C(=O)c1csc(C(C)=O)c1)CC2 (configuration not stated),3,0.1,-3,1.0
CN(C)C(=O)N1CCN(S(=O)(=O)c2ccc(Cl)cc2)CC1,-10,0.1,-7,-2.0
CC1=NN(c2ccccc2)C(=O)/C1=C/c1ccc(OCC(=O)O)cc1,0,0.0,3,-0.8
Cc1ccc(Nc2nc(C)nc3sc(C)c(C)c23)c(Br)c1,-1,0.0,-8,-1.4
O=C(CNS(=O)(=O)c1ccc(Br)cc1)NCc1cccnc1,11,-0.1,-3,2.9
COc1ccccc1CC(=O)Nc1ccc(C)cc1,-3,0.2,-16,0.2
Cn1ncc2c(N3CCOCC3)nc(Nc3ccccc3)nc21,-22,0.1,2,0.9
O=c1c(-c2ccc(Cl)cc2)c(C(F)(F)F)oc2c(CN3CCCCCC3)c(O)ccc12,0,0.0,-18,0.7
O=C(/C=C/c1ccc2c(c1)OCO2)OCC(=O)c1ccc(Cl)cc1,-3,0.1,10,0.0
Cc1ccc(S(=O)(=O)c2c[nH]c(=O)[nH]2)cc1,4,0.1,13,0.6
CCN(CC)Cc1ccc(C(=O)NCC2COCCO2)c(=O)[nH]1 (configuration not stated),-2,0.6,8,-0.8
CCCNc1nc(-c2ccc(OC)nc2)nc2c1ncn2C(C)C,7,0.4,20,-1.1

Whole records, looked up by structure:
CN(C)C(=O)N1CCN(S(=O)(=O)c2ccc(Cl)cc2)CC1 is listed as TEAD-YAP block: -10; FBW7 activator: 0.1; MITF primary: -7; GPR151 ag: -2.0
COc1ccccc1CC(=O)Nc1ccc(C)cc1 is listed as TEAD-YAP block: -3; FBW7 activator: 0.2; MITF primary: -16; GPR151 ag: 0.2

(continued)
molecule,TEAD-YAP block,FBW7 activator,MITF primary,GPR151 ag
COCCNc1c(C)c(C)nc2c(-c3cccs3)c(C)nn12,-12,0.3,5,0.1
CC(C)COC(=O)c1cc(=O)[nH]c2ccccc12,-3,-0.1,-8,-0.3
Cc1cccn2c(=O)c(C=Nc3ccccc3)c(NCc3ccco3)nc12,6,0.2,14,-0.1
Cc1cc(C2(c3ccc(N)c(C)c3)CCCCC2)ccc1N,-11,-0.2,-3,0.1
CCNc1nccc(NCCN2CCOCC2)n1,3,0.0,-2,-1.5
C=CCNC(=O)/C(=C/c1ccco1)NC(=O)c1ccc(C)cc1,9,-0.1,-9,-0.2

Screens as filed in PubChem.
